# E coli WT inh = blocks growth of wild type E. coli BW25113; E. coli BW25113 growth inhibition, OD600; inhibition, % at 10 µM; 0.05% of 20,000 active; AID 552; in the data active means inhibition above about 40%;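 further: bacteria exposed to compound for 20 hours at 37 °C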
#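 assay system = bacterial strain in a whole-cell growth screen | quantity = inoculum from a 1:1000 dilution of a 1.5 h subculture | buffer or medium = LB broth with 50 µg/mL kanamycin | compound dosing = one dose, 10 µM final | schedule = compound exposure of 20 h at 37 °C | technique = absorbance at 615 nm as a measure of bacterial growth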
# The depositor's hits bear a star; & = joins results of further samples.
SMILES,E coli WT inh
Cn1c(C(=O)OCC(=O)NCC2CCCO2)cc2sccc21 (stereo not drawn),-2
CN1CCN(c2nc3c(c(=O)n(C)c(=O)n3C)n2Cc2cccc3ccccc23)CC1,17
CCn1nnnc1NCc1ccc(N2CCCC2)cc1,-12
CC(C)(C)C1=C[C@@H](CO)C[C@@H](CO)C1,7
Nc1nnnn1/N=C/c1ccccc1OCc1ccccc1,-2
CCN1C(=O)/C(=c2\o/c(=C3\C=Cc4ccccc4N3CC)c(=O)n2CC)SC1=S,-21
COc1ccccc1C(=O)Nc1ccc2c(c1)nc(CN1CCN(C(C)=O)CC1)n2C,-25
CCCCC(=NCCO)C1=C(O)C(C(=O)OC)C(C)(C)CC1=O (stereo not drawn),0
COc1ccc(CCn2c(=N)c(C(=O)NCc3ccco3)cc3c(=O)n4ccccc4nc32)cc1,-5
CN(C(=O)COc1ccc(C(C)(C)C)cc1)C1CCS(=O)(=O)C1 (stereo not drawn),8
Cc1nnc2ccc(N3CCN(c4cccc(C(F)(F)F)c4)CC3)nn12,0
COc1ccccc1NC(=O)N(C1CCCC1)C1CCN(C(C)=O)CC1,6
CCOC(=O)c1ccc(NC(=O)CSc2nnnn2CCCO)cc1,6
Cc1cc(SCC(=O)N2CCC(c3noc4ccc(F)cc34)CC2)nc2ccccc12,-7
CC(C)(C)SCCNC(=O)COc1ccc(Cl)cc1,0
O=C(COc1cccc(NC(=O)c2ccco2)c1)c1ccc(F)cc1,-11
COc1ccc(Cl)c(Cn2c(NCc3ccccn3)nc3c2c(=O)n(C)c(=O)n3C)c1,-11
CCCN(CCC)C(=O)C1CCN(c2cc(C)nc3c(-c4ccc(OC)c(OC)c4)c(C)nn23)CC1,10
CCOC(=O)c1c(NC(=O)CC)sc(C(C)=O)c1C,-21
NS(=O)(=O)c1cc2c(cc1Cl)NC(C1C[C@H]3C=C[C@@H]1C3)NS2(=O)=O (stereo partly drawn),14
CCC(=O)/C=C1\Sc2ccc(OC)cc2N1CCO,14
CCCn1nnc(NC(=O)c2cc(Br)ccc2OC)n1,-1
CC(C)(C)c1ccc(C(=O)Nc2nonc2-c2nc3ccccc3[nH]2)cc1,-21
CN(C)S(=O)(=O)N1CCN(CC(O)COc2ccc(C(=O)c3ccccc3)cc2)CC1 (stereo not drawn),-11
COc1ccc(C(=O)N2CCN(S(=O)(=O)c3ccccc3)CC2)c(OC)c1,-17

# Given with tabs: entries from further up.
Molecule	E coli WT inh
CC(C)(C)SCCNC(=O)COc1ccc(Cl)cc1	0
O=C(COc1cccc(NC(=O)c2ccco2)c1)c1ccc(F)cc1	-11
COc1ccc(Cl)c(Cn2c(NCc3ccccn3)nc3c2c(=O)n(C)c(=O)n3C)c1	-11
CCCN(CCC)C(=O)C1CCN(c2cc(C)nc3c(-c4ccc(OC)c(OC)c4)c(C)nn23)CC1	10

# 4 entries from above, field by field:
CN1CCN(c2nc3c(c(=O)n(C)c(=O)n3C)n2Cc2cccc3ccccc23)CC1
  E coli WT inh: 17
Cc1cc(SCC(=O)N2CCC(c3noc4ccc(F)cc34)CC2)nc2ccccc12
  E coli WT inh: -7
CCN1C(=O)/C(=c2\o/c(=C3\C=Cc4ccccc4N3CC)c(=O)n2CC)SC1=S
  E coli WT inh: -21
COc1ccc(CCn2c(=N)c(C(=O)NCc3ccco3)cc3c(=O)n4ccccc4nc32)cc1
  E coli WT inh: -5

# Additional structures follow:
SMILES,E coli WT inh
COc1ccccc1C(=O)Nc1ccc(S(=O)(=O)N2CCOCC2)cc1,-7
CCCCC(=O)Nc1ccc(C(=O)Nc2ccc(S(=O)(=O)N3CCCC3)cc2)cc1,-17
O=C(NCCc1ccccc1)c1cc2ncc(Br)cn2n1,-22
CCOC(=O)c1cc(C)n(-n2cnnc2)c1C,2
Cc1cc(C)nc(NS(=O)(=O)c2ccc(Br)cc2)n1,4
Cn1c(SCc2c(F)cccc2Cl)nnc1-c1cccs1,6
O=c1oc(-c2cccs2)nc2scc(-c3cccs3)c12,-14
COC(=O)c1cc2nc(-c3ccccc3)cc(C)n2n1,-28
CC(=O)NC(Cc1cc(C)ccc1C)C(=O)N1CCN(C(=O)Nc2ccc(C(C)=O)cc2)CC1 (stereo not drawn),5
c1ccc(-c2ccccc2OCCn2cncn2)cc1,-3
CC(=O)Nc1ccc(Cc2ccncc2)cc1,-1
Brc1ccc(-c2nc(-c3ccccc3)no2)o1,10
O=S(=O)(Nc1nc2ccccc2nc1NCC1CCCO1)c1cccs1 (stereo not drawn),-5
CSc1nc(NC(C)C)nc(N2CCOCC2)n1,-17
Cc1ccc(-c2cc(C(F)(F)F)n3nc(C(=O)N4CCCC4)cc3n2)cc1,-6
O=C(Cn1ncc2c(=O)oc3ccccc3c21)NCC1CCCO1 (stereo not drawn),14
CCOC(=O)C1CCN(C(=O)COc2ccc(Cl)cc2Cl)CC1,-5
c1ccc2c3c([nH]c2c1)-c1[nH]ncc1CC3,-18
O=C1CC(SCc2nc3ccccc3[nH]2)C(=O)N1c1ccc(F)cc1 (stereo not drawn),0
Cc1nn(C)cc1CNC(=O)Nc1ccc(Br)cc1Cl,-16
COc1ccc(OC)c(C2C(C(=O)Nc3cccnc3)=C(C)NC3=C2C(=O)CCC3)c1 (stereo not drawn),4
C=CCn1c(CCC(=O)O)ccc1-c1ccc(OC)cc1,-12
COC(=O)c1cn(CC(=O)N2CCCCCC2)c2ccccc12,0
Cc1nnc(SCC(=O)Nc2nc3c(s2)CC(C)CC3)s1 (stereo not drawn),-7
O=C(CSc1nnc(Cc2ccccc2)o1)Nc1ccc(Br)cn1,4

# Remaining list, next part.
SMILES,E coli WT inh
COC(=O)c1cc2c(=O)n3ccccc3nc2n(C(C)C)c1=N,-16
O=C(NCc1cccnc1)c1c(F)c(F)c(F)c(F)c1F,-14
Cc1cc(C)c(S(=O)(=O)N(C)Cc2cnn(C)c2)c(C)c1,-20
COc1ccc(C2=NOC(C(=O)NCc3ccc(F)cc3)C2)cc1OC (stereo not drawn),20
Clc1ccccc1-c1nnc2sc(-c3ccc4c(c3)OCO4)nn12,-14
CC(=O)OC(C)C[N+](C)(C)C (stereo not drawn),-1
COc1ccccc1N1CCN(S(=O)(=O)c2ccccc2F)CC1,-16
O=C(Cn1nnc(-c2ccc3c(c2)OCO3)n1)N1CCOCC1,-21
CCNC(=O)CSc1nc2ccccc2c(=O)n1OC,-18
CC1CCCCC1NC(=O)c1nn(C)c(=O)c2ccccc12 (stereo not drawn),7
COC(=O)C1=C(C)NC(=O)C1(NC(=O)CN1CCCC1=O)C(F)(F)F (stereo not drawn),-9
COc1ccc(N2CC(C(=O)NCc3ccccc3)CC2=O)cc1 (stereo not drawn),-7
CCn1nnc(NC(=O)CSc2ccc(Cl)cc2)n1,7
O=C(CCS(=O)(=O)Cc1ccccc1)Nc1nc2c(s1)CCCC2,1
CCOc1cc(NC(=O)c2ccco2)c(OCC)cc1NC(=O)COc1ccccc1C,-3
COc1ccc2c(c1)C(C)=CC(C)(C)N2C(=O)C(C)N1C(=O)c2ccccc2C1=O (stereo not drawn),5
O=C(CN1C(=O)c2cccc3cccc1c23)Nc1cccnc1,-17
CCOc1cccc(N2C(=O)CC(n3cnc4ccccc43)C2=O)c1 (stereo not drawn),-19
Cc1ccccc1-c1nc(CS(=O)(=O)CC(=O)NCc2ccccc2)c(C)o1,5
CCOc1ccccc1N(CC(=O)N1CCCCCC1)S(C)(=O)=O,15
O=C1Nc2ccc(S(=O)(=O)NCCC3=CCCCC3)c3cccc1c23,2
COc1ccc(-c2nc(-c3cccc(C)c3)no2)cc1OC,-1
c1ccc(-n2ncc3c(NCc4ccc5c(c4)OCO5)ncnc32)cc1,1
CC(=O)N1CN(C2CCCC2)Cc2c1sc1c2CCCC1,0
COc1ccc(C2CC(c3ccc(Cl)cc3)Nc3nc(NC(=O)c4ccco4)nn32)cc1 (stereo not drawn),-5

# The results go on.
SMILES,E coli WT inh
O=C(NC12CC3CC(CC(C3)C1)C2)c1cnccn1,-15
CCOC(=O)c1sc(NC(=O)CSc2nnc(-c3ccc(OC)cc3)n2CCOC)nc1C,13
CCC(=O)Nc1cc2nn(-c3ccccc3)nc2cc1Cl,-1
CCCCC(=O)Nc1ccc(NC(=O)C2CC2)nc1,-2
N#Cc1nc(N2CCCCC2)nc(N2CCOCC2)n1,-26
CCSCc1nnc(SCC(=O)c2ccc(OC)cc2)n1C,-13
O=C(NCCN1C(=O)CSC1=O)C1CC(=O)N(c2ccccc2)C1 (stereo not drawn),-24
CCOC(=O)CSc1nnc(-c2cccnc2)n1Cc1ccccc1,1
COC(=O)Cn1c(=O)c2c(nc(Br)n2CC(=O)OC)n(C)c1=O,10
COC(=O)Nc1nc2ccc(Sc3ccccc3)cc2[nH]1,-4
CC(C)(C)c1ccc(-c2conc2N)cc1,7
CCc1[nH]nc2c1C(c1ccncc1)C(C#N)=C(N)O2 (stereo not drawn),6
COCc1nnc(NC(=O)c2ccc(NC(C)=O)cc2)s1,-2
CC(=O)Nc1ccc(N=Cc2ccc[nH]2)cc1,5
COc1ccc(CCNC(=O)c2cc3sc(Cl)cc3n2C)cc1OC,-6
Cc1ccc(-n2ncc3c(=O)n(CC(=O)NCc4ccco4)cnc32)cc1,-2
Cn1c(C(O)c2ccccc2F)nc(Cl)c1Cl (stereo not drawn),-25
c1ccc(-c2csc3ncn4nnnc4c23)cc1,-9
CCCc1nnc(SCC(=O)Nc2ccc(OC)cc2)n1N,-6
CC1CCc2nn(CC(=O)NCCN3CCCCC3C)cc2C1 (stereo not drawn),6
CCOC(=O)c1c(CC(C)C)csc1NC(C)=O,-17
O=C(O)CN(c1ccccc1)C1SC(=O)NC1=O (stereo not drawn),15
CC(C)N1C(=O)C2C(C(=O)NC3CCCCC3)C3C=CC2(O3)C1C(=O)NC1CCCC1 (stereo not drawn),-1
Cc1ccc2c(C)nc(Nc3ncc4c(n3)CCCC4=O)nc2c1,-18
CSc1ccc(-c2nc(CSCC(=O)N3CCOCC3)c(C)o2)cc1,7

# (cont.)
SMILES,E coli WT inh
Cc1cnc(C(=O)Nc2nnc(C(C)C)s2)cn1,0
COc1ccc(OC)c(S(=O)(=O)NCCC2=CCCCC2)c1,-5
O=C(Nc1ccccc1Sc1ccccc1)C1CCCO1 (stereo not drawn),-17
O=C(NCCN1C(=O)C2C3C=CC(C3)C2C1=O)N1CCOCC1 (stereo not drawn),10
COC(=O)Nc1nnc(SCc2ccc(C)cc2)s1,-2
c1ccc2sc(NC3=NCN(Cc4ccc5c(c4)OCO5)CN3)nc2c1,10
OCc1cn(-c2ccccc2)nc1-c1ccc2c(c1)OCCO2,-7
Cc1cccc(C(=O)N(C)c2nnc(-c3ccncc3)s2)c1,-1
CC1=C(C(=O)OC(C)C)C(c2cccc(F)c2)n2ncnc2N1 (stereo not drawn),7
CC(C)Cc1nnc(NS(=O)(=O)c2ccc(Cl)cc2)s1,11
Cc1ccc(-n2ncc3c(=O)n(CC(=O)NC4CCCCC4)cnc32)cc1C,11
Cc1nnc(SCC(=O)N2CCCCC2)s1,-13
CCCCOc1ccc(-c2nnc(N)s2)cc1,8
CC(C(=O)N1CCCCC1)n1ncn2cccc2c1=O (stereo not drawn),-4
Cc1ccc(C)n1-c1ccc(N2CCOCC2)cc1,-5
N#Cc1ccccc1NC(=O)CSc1nnc(-c2ccccc2O)n1-c1ccccc1,-16
O=C(c1csc2ccccc12)n1cccn1,-8
C/C(Cl)=C\Cn1c(Nc2ccc(C)cc2)nc2c1c(=O)n(C)c(=O)n2C,-4
Cc1c(/C(O)=C2/C(=O)C(=O)N(Cc3cccnc3)C2c2cccs2)cnn1-c1ccccc1 (stereo not drawn),0
Cc1ccc(S(=O)(=O)CCC(=O)Nc2ccc3c(c2)OCO3)cc1,6
O=C(Nc1cc(C(F)(F)F)ccc1N1CCOCC1)c1cncc(Br)c1,-21
CC(C)C(C(=O)Nc1ccc2c(c1)OCCO2)N1C(=O)c2ccccc2C1=O (stereo not drawn),9
O=C1CN2C(=N1)N(Cc1ccccc1)c1ccccc12,-20
Cc1c(C2Nc3ccccc3NC3=C2C(=O)CC(C)(C)C3)cnn1C (stereo not drawn),7&2
Cc1cc(NC(=O)CSc2nc(-c3ccco3)cc(C(F)(F)F)n2)n(-c2ccccc2)n1,-22

# Remaining list, next part
SMILES,E coli WT inh
CCOC(=O)/C=C1\Nc2ccccc2SC1=O,-22
c1nnc2c3c4c(sc3ncn12)CCCC4,-15
O=C(Nc1ccc2oc(-c3ccccc3F)nc2c1)c1cncc(Br)c1,-15
CN1CCc2nc(SCC(=O)Nc3ccc(F)cc3)c(C#N)cc2C1,16
CN(C)c1ccc2c(c1)OC(N)=C(C#N)C2c1cccc(F)c1 (stereo not drawn),-1
Cc1ccc(C(c2nnnn2CCC(C)C)N2CCN(C)CC2)cc1 (stereo not drawn),-2
CCn1cc(C(=O)Nc2cc3c(cc2NC(C)=O)OCCO3)c(=O)c2ccc(C)nc21,-2
COC(=O)c1cccc(NC(=O)CSc2nc(C)cc(=O)[nH]2)c1,5
CCOC(=O)c1ccc(Oc2nc(NC)nc(OC)n2)cc1,1
COc1cccc(-c2cc(C(=O)Nc3cc(OC)c(OC)c(OC)c3)no2)c1,15
CCOC(=O)N1CCN(S(=O)(=O)c2cccc3ccc(C)nc23)CC1,8
COc1ccc(OC)c(C2=Nn3c(nnc3C3CCCCC3)SC2)c1,0
COC(=O)c1ccc(OCCn2cnc3ccccc3c2=O)cc1,4
CC(C)(CO)NC(=O)C(c1ccccc1)c1ccccc1,3
COc1ccc(S(=O)(=O)NC(C)C(=O)Nc2ccccc2F)cc1 (stereo not drawn),-15
CCC(C)(C)n1nnnc1C(c1cc2cc(OC)ccc2[nH]c1=O)N1CCc2ccccc21 (stereo not drawn),9
O=C(Nc1ccon1)c1cc(-c2ccccc2)nc2ccccc12,-11

# Five compounds from above, arranged by SMILES length, ascending:
SMILES,E coli WT inh
CC(C)(CO)NC(=O)C(c1ccccc1)c1ccccc1,3
COC(=O)c1ccc(OCCn2cnc3ccccc3c2=O)cc1,4
CN(C)c1ccc2c(c1)OC(N)=C(C#N)C2c1cccc(F)c1 (stereo not drawn),-1
O=C(Nc1ccc2oc(-c3ccccc3F)nc2c1)c1cncc(Br)c1,-15
COc1cccc(-c2cc(C(=O)Nc3cc(OC)c(OC)c(OC)c3)no2)c1,15

# These rows are one share of the data. The share of hits here may be higher or lower than overall.
